CHRM4 agonist: agonists of human muscarinic M4 receptor (CHRM4). P08173. CHO-K1 hM4/Gqi5, Fluo-8 calcium fluorescence; vehicle 0%, full acetylcholine response 100%. activation, % at 3 µM. hit rate 0.14% among 360,000;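 active means activation above the run mean over all test wells plus 3 SD, cut at about 32% in these data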;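 further: peak over basal fluorescence ratio per well then scaled between controls; 0% = DMSO wells and 100% = acetylcholine at EC100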
Target sequence (P08173 whole entry, looked up): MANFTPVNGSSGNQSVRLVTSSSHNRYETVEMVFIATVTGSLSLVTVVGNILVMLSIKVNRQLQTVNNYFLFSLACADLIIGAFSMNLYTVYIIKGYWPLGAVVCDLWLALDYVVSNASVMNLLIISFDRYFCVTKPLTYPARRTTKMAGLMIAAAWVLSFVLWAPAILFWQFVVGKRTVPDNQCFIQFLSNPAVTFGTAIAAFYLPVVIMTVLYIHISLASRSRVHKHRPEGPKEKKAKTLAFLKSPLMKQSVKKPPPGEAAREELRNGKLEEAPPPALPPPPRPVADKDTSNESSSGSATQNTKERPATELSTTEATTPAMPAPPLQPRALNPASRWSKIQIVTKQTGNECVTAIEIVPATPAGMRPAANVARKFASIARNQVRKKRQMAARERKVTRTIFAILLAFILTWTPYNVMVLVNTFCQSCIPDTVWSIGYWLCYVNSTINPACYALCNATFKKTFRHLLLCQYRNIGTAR
M5 antag: blocks acetylcholine activation of human M5 receptor | P08912 | CHO-hM5 cells, Fluo-8 calcium fluorescence, ACh EC80 | inhibition, % at 3 µM | hit rate 0.59% among 360,000;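 active means inhibition above a per-plate cutoff, the mean of that plate's test compounds plus 3 SD, cut at about 27% in these data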;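 further: 0% = acetylcholine EC80 with DMSO and 100% = DMSO without agonist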
M4 antag: antagonists of human muscarinic M4 receptor (CHRM4); CHO-hM4 cells, ACh EC80, Fluo-8 calcium fluorescence; hit rate 0.73% among 360,000; P08173; inhibition, % at 3 µM;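 active means inhibition above its plate's cutoff, the mean inhibition of sample wells plus 3 SD, cut at about 27% in these data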;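 further: 0% = acetylcholine EC80 with DMSO and 100% = DMSO without agonist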
CHRM1 PAM: potentiates human M1 receptor response to acetylcholine. P11229. CHO-K1 hM1, Fluo-8 calcium fluorescence, ACh EC20; 0% = ACh EC20, 100% = maximal ACh. activation, % at 3 µM. hit rate 0.088% among 360,000. AID 588819; in the data active means activation above about 19%, passing the limit was not always enough
Target sequence (P11229 whole entry, looked up): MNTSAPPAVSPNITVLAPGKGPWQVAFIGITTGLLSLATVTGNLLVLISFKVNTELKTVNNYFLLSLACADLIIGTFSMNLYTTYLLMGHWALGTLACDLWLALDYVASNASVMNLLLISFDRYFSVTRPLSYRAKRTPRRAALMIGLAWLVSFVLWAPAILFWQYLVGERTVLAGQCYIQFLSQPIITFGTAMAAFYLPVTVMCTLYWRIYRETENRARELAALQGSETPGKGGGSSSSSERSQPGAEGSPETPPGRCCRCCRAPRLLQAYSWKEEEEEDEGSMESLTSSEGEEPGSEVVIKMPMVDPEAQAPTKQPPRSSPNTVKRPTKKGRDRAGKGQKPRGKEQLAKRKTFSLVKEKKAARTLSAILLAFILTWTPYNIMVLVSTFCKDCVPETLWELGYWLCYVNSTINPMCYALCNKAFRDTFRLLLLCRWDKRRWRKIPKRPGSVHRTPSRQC
CHRM5 agonist: agonists of human muscarinic M5 receptor (CHRM5) | activation, % at 3 µM | P08912 | AID 624037 | hit rate 0.19% among 360,000 | CHO-K1 hM5 cells, Fluo-8 calcium fluorescence; 0% DMSO wells, 100% maximal acetylcholine response;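 active means activation above the run's mean over test compounds plus 3 SD, cut at about 23% in these data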;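 further: signal is peak over basal fluorescence ratio across the kinetic read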
M5 PAM: CHRM5 positive allosteric modulation; hit rate 0.3% among 360,000; activation, % at 3 µM; CHO-K1 hM5, Fluo-8 calcium, ACh EC20 PAM; 0% = ACh EC20, 100% = ACh EC100;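 active means activation above the run cutoff, the mean activation of all test compounds plus 3 SD, cut at about 18% in these data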
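system = human M5 receptor in CHO-K1 cells | compound = one concentration, 3 µM final (nominal) | schedule = Post-acetylcholine fluorescence recording 140 s | signal = Fluo-8 calcium dye fluorescence, kinetic read | benchmarks = low control EC20 acetylcholine (0%), high control EC100 acetylcholine (100%) | repeats = singlicate, one well per test compound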
CHRM4 PAM: positive allosteric modulators of human muscarinic M4 receptor; activation, % at 3 µM; P08173; AID 624126; hit rate 0.4% among 360,000; CHO-K1 hM4/Gqi5, Fluo-8 calcium fluorescence, ACh EC20; 0% = ACh EC20, 100% = maximal ACh;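 active means activation above its plate's cutoff, the mean activation of sample wells plus 3 SD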; further: some results filed as inactive read as strong as hits
CRFBP-R2 agonist: agonists of human CRF-binding protein/CRF-R2 receptor complex; HEK293 CRF-R2/CRF-BP, calcium dye fluorescence (FLIPR); percent of saturating CRF peptide response; activation, % at 13.2 µM; hit rate 0.46% among 350,000;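 active means activation of at least 50%, plus an integration ratio under a set limit after plate pattern correction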;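 further: plate controls were neutral control wells without compound for no effect and CRF at EC100 for full effect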
CRFBP-R2 block: CRF-BP/CRF-R2 complex antagonism; inhibition, % at 11.8 µM; hit rate 0.59% among 350,000; HEK293 CRF-R2/CRF-BP, CRF-induced calcium fluorescence;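 active means inhibition of the ligand-induced calcium signal above about 50% at the single tested concentration, limit read from the data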
Numbers without * were called inactive; . = no result given.

SMILES	CHRM4 agonist	M5 antag	M4 antag	CHRM1 PAM	CHRM5 agonist	M5 PAM	CHRM4 PAM	CRFBP-R2 agonist	CRFBP-R2 block
O=C(CN1CCN(Cc2ccc3c(c2)OCO3)CC1)Nc1ccc2c(c1)OCCO2	0	-3	6	3	0	5	-2	-1.9	10
CN1CCN(C(=O)c2ccccc2N(Cc2ccccc2)S(C)(=O)=O)CC1	2	-6	-5	-11	-6	0	4	-2.0	-2
O=C(CNS(=O)(=O)c1ccc(Br)cc1)NCc1cccnc1	0	6	-4	-1	-4	-5	-3	0.6	-3
CC(C)CC(C(=O)Oc1ccc2c3c(c(=O)oc2c1)CCC3)N1C(=O)c2ccccc2C1=O (stereo not drawn)	1	-9	5	5	9	-7	17	2.8	-3
Cc1ccc(NC(=O)CC2=NC(=O)C(CC(=O)Nc3ccccc3C)S2)cc1 (stereo not drawn)	-1	-2	-1	8	-2	7	-1	0.8	-18
COc1ccc(NS(=O)(=O)c2cc(N=Nc3c(O)[nH]c(=O)[nH]c3=O)ccc2OC)cc1Br	0	8	9	22	-3	-6	-5	-1.3	9
O=C(O)CC12CC3CC(C1)CC(n1ncc(N4CCC5(CC4)OCCO5)c(Cl)c1=O)(C3)C2	3	3	-3	5	-1	4	11	-1.2	5
CCCN(CCC)C(=O)c1ccc2c(=O)n(Cc3ccco3)c(=S)[nH]c2c1	4	7	-12	4	5	-3	7	0.6	-19
COC(=O)c1c(N=CN(C)C)c(C#N)c2n1CCCC2	0	-1	5	13	1	1	5	-1.8	2
COc1ccc2oc(=O)c(-c3ccccc3C(=O)N3CCOCC3)cc2c1	8	15	-9	0	-1	-12	-3	-3.2	5
Cc1ccc(NC(=O)COc2cccc3ccccc23)c(O)c1	0	8	-8	0	-2	-17	5	1.5	-16
CCCC(=O)Nc1ccc(-c2nc3cc(C)c(C)cc3o2)c(O)c1	1	-9	-12	6	-4	-2	8	3.1	75*
O=C(NNC(=O)c1cccnc1)Nc1cccc2ccccc12	1	-5	-8	0	-1	-3	15	-3.3	10
CCNc1c(NC(C)=O)c(=O)oc2ccccc12	1	6	5	5	-1	-2	2	-1.3	1
CC(=O)c1ccc(-c2ccc(C(=O)NCC(c3ccco3)N(C)C)o2)cc1 (stereo not drawn)	4	-2	-8	3	-1	11	4	1.0	2
Cc1cc(NC(=O)COC(=O)C2CC(=O)N(c3ccc(Cl)cc3)C2)no1 (stereo not drawn)	1	4	-10	1	-3	-1	5	0.8	-2
Cn1c(SCc2ccccc2Cl)nc2c1c(=O)[nH]c(=O)n2C	2	-3	-4	14	0	5	3	0.8	5
CSCC[C@H](NC(=O)Cc1c(C)c2c(cc(C)c3c(C)coc32)oc1=O)C(=O)O	1	2	-5	10	-5	0	5	-0.1	-2
CCCCc1cc2c(s1)CCCC/C2=N/O	-1	-10	-3	3	-7	-3	-6	0.6	11
Cc1cccc(Cc2cnc(N3C(=N)SC(c4ccccc4)C3=O)s2)c1 (stereo not drawn)	0	10	-8	0	-3	-13	-7	-1.1	50
COc1ccccc1NC(=O)CSc1nnc(Cn2cnc3ccccc32)n1C	0	-3	3	8	-8	5	4	-0.2	-6
Cn1c(NCCOc2ccccc2Cl)nc2cc(-c3ccc(F)cc3)sc2c1=O	2	-4	-18	7	0	-3	4	.	.
CCN(CC)C(=O)Oc1ccnc2cc(Cl)ccc12	2	-2	-3	12	4	5	1	0.3	4
CC(C)(C)CN1CCC(Oc2cccc(C(=O)N3CCNC(=O)C3(C)C)c2)CC1	1	31*	24	-11	-11	-10	-14	1.9	-11
COc1ccccc1C1/C(=C(/O)c2ccc(Cl)cc2)C(=O)C(=O)N1CCN1CCOCC1 (stereo not drawn)	0	-10	-2	5	-2	-1	8	2.0	2
COC(=O)[C@H](Cc1ccccc1)NC(=O)C1CCN(C(=O)[C@H](C)NS(=O)(=O)c2ccc(C)cc2)CC1	0	0	4	6	-6	4	3	0.3	5
O=C1/C(=C/c2ccc(F)cc2)CCC1C1CCCC1 (stereo not drawn)	-1	6	-1	7	-3	-7	13	-1.1	-101
COc1ccc(NC(=O)c2nc[nH]c2C(=O)Nc2ccccc2C)cc1	1	-2	-6	12	-2	0	16	0.9	12
COc1ccc(CCC(=O)Nc2c(-c3ccc(N(C)C)cc3)[nH][nH]c2=O)cc1	0	9	4	5	1	-9	4	.	.
COc1ccc(CNC(=O)CCNC(=O)N2CC(=O)Nc3ccccc32)cc1	1	-4	-15	13	0	5	14	-1.5	5
COc1ccc(C)cc1NC(=O)c1cc(S(=O)(=O)N2CCCCC2)ccc1N1CCOCC1	1	15	-2	0	-5	-11	-5	0.9	12
C=CCOc1ccc(CN(C)CC(=O)Nc2ccc3c(c2)CCC3)cc1	0	-3	6	-5	-5	-8	-10	-1.3	-15
Cc1c(C(=O)N2CCCCC2C)sc2ncnc(N3CCc4ccccc4C3)c12 (stereo not drawn)	7	-11	-3	7	8	3	-7	-0.4	-17
CC(=O)NO	0	0	6	5	1	2	-2	-0.2	0
COc1ccc(S(=O)(=O)NC(CC(=O)NCc2ccco2)C(C)C)cc1 (stereo not drawn)	0	3	4	8	-2	4	8	-2.6	27
O=c1[nH]c(CN2CCN(CCO)CC2)nc2ccccc12	1	0	3	3	1	2	3	-0.9	5
CCn1nc(C(=O)Nc2cccc3ccccc23)c(Cl)c1Cl	-1	-1	2	0	-4	-3	-6	-1.4	15
Cc1cccc(CSC2=NCCN2C(=O)C2CC2)c1	1	-11	-4	7	-5	6	1	0.9	-13
Cc1noc(C)c1C(=O)Nc1ccc(S(=O)(=O)N2CCCCC2)cc1	6	10	2	12	-2	-1	16*	0.7	-8
O=C(NC(=S)Nc1ccc(CN2CCCCC2)cc1)c1cc2ccccc2o1	6	8	-11	-24	-20	-29	-33	-0.8	-7
CC(=O)NC(=S)Nc1ccc(S(=O)(=O)Nc2nc(C)cc(C)n2)cc1	2	-15	-2	21	0	4	12	1.3	19
CCN(CC)S(=O)(=O)c1ccc(C(=O)Nc2cccc(C)c2)cc1	10	-9	-17	-2	-3	3	-5	-0.3	10
Cc1ccccc1NC(=O)CCN1CCN(Cc2ccccc2)CC1	0	3	-2	7	-3	-1	3	1.5	34
CN(C)S(=O)(=O)c1ccc(Cl)c(NC(=O)COC(=O)C2CCCO2)c1 (stereo not drawn)	0	-2	6	5	1	4	-7	-0.8	8
Cc1ccccc1NC(=S)NC1(C)CCS(=O)(=O)C1 (stereo not drawn)	0	0	9	11	0	1	0	1.5	-4
Cc1ccc(NC(=O)C(C)SCC(=O)Nc2ccc(F)cc2)cc1S(=O)(=O)N1CCOCC1 (stereo not drawn)	3	7	-26	5	2	-3	15	0.0	0
COC(=O)c1sc(-c2ccc(C(C)(C)C)cc2)cc1NC(=O)CCC(=O)O	16	14	17	-8	-14	-16	-12	-0.9	17
CCC(=O)NC(=S)Nc1ccc(NC(=O)COc2ccc([N+](=O)[O-])cc2)cc1	3	13	9	-1	-2	-8	-6	0.1	-4
COC(=O)c1ccccc1NC(=O)C1CC(=O)N(c2ccc(F)cc2)C1 (stereo not drawn)	1	-2	-2	6	0	2	6	-4.4	-6
CCN1C(=O)[C@H]2[C@@H](c3ccc(-c4cccc(Cl)c4)c(OC)c3)N[C@@](CC(C)C)(C(=O)OC)[C@H]2C1=O	1	17	3	0	0	-9	2	2.4	5
COc1cccc(C2C(C(=O)/C=C/c3ccco3)=C(O)C(=O)N2CCN2CCOCC2)c1 (stereo not drawn)	5	5	2	1	5	2	-7	3.7	-8
Cn1cnc([N+](=O)[O-])c1SCC(O)CCl (stereo not drawn)	1	4	-6	11	-2	0	6	-1.3	4
CC(=O)Nc1ccc(S(=O)(=O)N2CCN(c3cccc(C)c3C)CC2)cc1	13	3	-16	-1	4	-13	-2	3.6	20
O=C(Nc1cccc2ncccc12)c1cccnc1	1	-6	-10	14	2	-1	14	5.4	0
O=S(=O)(c1ccc(-c2ccon2)s1)N1CCCC1	1	-1	-12	2	-19	1	-15	-0.8	-5
O=C(Nc1ccc(F)cc1)C(c1ccccc1)N1CCN(S(=O)(=O)c2ccc3ccccc3c2)CC1 (stereo not drawn)	0	-4	0	1	3	3	1	2.7	0
C#CCOCCOCCOCCNc1nc(N2CCOCC2)nc(N2CCN(C(=O)[C@H]([C@@H](C)CC)n3cc([C@@H](N)Cc4ccc(O)cc4)nn3)CC2)n1	1	7	2	0	1	8	-2	-1.8	7
O=C(Nc1ccccc1C(F)(F)F)N1CCC(n2c(=O)[nH]c3ccccc32)CC1	1	-1	2	3	-4	-2	0	0.4	-2
CCC1CN(C(=O)NCc2cccc(OC)c2)c2cc(Cl)ccc2O1 (stereo not drawn)	1	1	-4	-5	-8	-2	-5	1.9	25
CCN=c1scc(-c2ccco2)n1/N=C/c1ccc(OC)c(O)c1	3	1	6	-8	1	0	0	-2.7	15

In a second layout: 5 of the compounds above
Values run as follows: CHRM4 agonist	M5 antag	M4 antag	CHRM1 PAM	CHRM5 agonist	M5 PAM	CHRM4 PAM	CRFBP-R2 agonist	CRFBP-R2 block
> CC(=O)c1ccc(-c2ccc(C(=O)NCC(c3ccco3)N(C)C)o2)cc1 (stereo not drawn)
→ 4	-2	-8	3	-1	11	4	1.0	2
> COc1ccc(NC(=O)c2nc[nH]c2C(=O)Nc2ccccc2C)cc1
→ 1	-2	-6	12	-2	0	16	0.9	12
> O=C(Nc1ccc(F)cc1)C(c1ccccc1)N1CCN(S(=O)(=O)c2ccc3ccccc3c2)CC1 (stereo not drawn)
→ 0	-4	0	1	3	3	1	2.7	0
> COC(=O)[C@H](Cc1ccccc1)NC(=O)C1CCN(C(=O)[C@H](C)NS(=O)(=O)c2ccc(C)cc2)CC1
→ 0	0	4	6	-6	4	3	0.3	5
> COc1ccc(C)cc1NC(=O)c1cc(S(=O)(=O)N2CCCCC2)ccc1N1CCOCC1
→ 1	15	-2	0	-5	-11	-5	0.9	12

Remaining list, next part.
SMILES	CHRM4 agonist	M5 antag	M4 antag	CHRM1 PAM	CHRM5 agonist	M5 PAM	CHRM4 PAM	CRFBP-R2 agonist	CRFBP-R2 block
Cc1nc(N)sc1C(=O)N1N=N1	1	2	9	3	6	-7	-7	-0.8	3
Cc1n[nH]c(C)c1Sc1ccccc1[N+](=O)[O-]	1	4	-3	14	9	4	0	-0.5	-12
CCNC(=S)N1CCCCC1CO (stereo not drawn)	0	7	3	9	-4	1	0	-2.0	1
CCC(NC(=O)c1cc(COc2cc(C)c(Cl)c(C)c2)on1)c1ccncc1 (stereo not drawn)	23	-7	8	5	9	8	-2	3.2	-19
Cc1ccccc1OCC(=O)OCC(=O)Nc1ccc(S(N)(=O)=O)cc1	2	13	-5	12	-4	-2	4	0.1	8
NS(=O)(=O)c1ccc(CCNC(=O)CN2CCN(c3cccc(Cl)c3)CC2)cc1	6	-1	1	4	2	-10	-2	0.8	-8
O=C(Cn1cnc2ccccc21)N/N=C/c1cccs1	1	-6	-4	10	-2	3	1	-0.1	-12
CCN(CC(=O)Nc1ccc2c(c1)OCCO2)C(=O)/C=C/c1ccc(F)cc1	1	9	-1	7	-3	-2	-2	0.0	-17
CCOC(=O)C1=C(C(C)=O)C(c2cccnc2)C(C#N)=C(N)O1 (stereo not drawn)	1	-2	10	5	1	-4	1	-3.1	31
O=[N+]([O-])c1cc(C(F)(F)F)cc([N+](=O)[O-])c1N1CCCNCC1	3	7	1	3	-8	0	-4	-1.0	4
CC(=O)Nc1ccc2nc(NC(=O)COc3ccccc3)sc2c1	2	-3	0	8	2	6	9	-0.3	3

High-throughput results from PubChem BioAssay.
